Source: PubChem BioAssay
KCNK3 block – human KCNK3 channel inhibition, primary screen; O14649; CHO-KCNK3 thallium flux, FluxOR fluorescence; stronger effect = lower value; B-score at 10 µM; 340,000 tested, 0.84% active; AID 602410;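 active = B-score under library mean minus 4 SD, starting fluorescence ratio at most library mean plus 5 SD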;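 note: more negative B-score means stronger inhibition of thallium flux through KCNK3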
RGS4 inh – inhibitors of human RGS4; P49798; HEK293 M3R/RGS4 inducible, Fluo-4 calcium flux; stronger effect = higher value; triggered by carbachol at its EC20; B-score at 10 µM; 310,000 tested, 0.45% active;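 active = B-score, a plate-corrected calcium signal, over three deviations above library mean, with baseline fluorescence within five deviations of library mean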;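 note: RGS4 expression induced by doxycycline in cells with stable M3 receptor; B-score is computed from the integrated fluorescence ratio over baseline after carbachol; higher B-score means a larger calcium signal and so more RGS4 inhibition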
Target sequence (P49798 whole entry, looked up): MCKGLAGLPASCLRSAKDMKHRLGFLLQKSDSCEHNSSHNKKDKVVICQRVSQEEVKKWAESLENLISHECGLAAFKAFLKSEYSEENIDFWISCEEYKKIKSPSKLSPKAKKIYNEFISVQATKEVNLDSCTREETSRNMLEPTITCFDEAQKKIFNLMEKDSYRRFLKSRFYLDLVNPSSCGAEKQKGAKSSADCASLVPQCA
RGS4 pot – potentiators or activators of RGS4; HEK293 M3R/inducible RGS4, carbachol calcium flux Fluo4; stronger effect = lower value; B-score at 10 µM; 310,000 tested, 0.92% active; AID 463111;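 active = B-score of the integrated calcium signal more than 4 SD below the library mean, with starting fluorescence not abnormally high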;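 note: negative B-score means reduced calcium response which marks RGS4 activation or potentiation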
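Assay system: HEK293 FlpIn-TREx cells, stable M3R, doxycycline-inducible RGS4 / Probe or stimulus: carbachol, ECmax concentration / Times: overnight RGS4 induction, 30 min dye load 37 °C, 20 min compound RT / Signal: kinetic calcium fluorescence imaging with Fluo4-AM dye, 2 µM / Measure: Agonist-evoked peak-minus-minimum fluorescence over baseline, integrated ratio, B score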
ANO1 activ – activates or potentiates the mouse TMEM16A chloride channel. Q8BHY3. HEK293 TMEM16A/YFP-H148Q/I152L, iodide quench fluorescence; stronger effect = lower value. B-score at 10 µM. 340,000 tested, 0.3% active. AID 623877;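 active = fluorescence-ratio B-score plate-corrected deviation score at least 3 library SD below zero, with starting fluorescence score within 5 deviations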;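 note: channel opened by trigger with iodide after compound preincubation; score built on the fluorescence ratio of max minus min over baseline; more negative score means more quench and so TMEM16A activation or potentiation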
KCNQ1 block – blocks the human KCNQ1 potassium channel; P51787; CHO-K1 KCNQ1, FluxOR thallium flux fluorescence; stronger effect = higher value; B-score at 10 µM; 310,000 tested, 1.3% active; AID 2642;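 active = compounds whose thallium flux B-score, printed positive for inhibition, exceeds three library SD while starting fluorescence stays within three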;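 note: channel opened by potassium depolarization with thallium stimulus after 20 min compound exposure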
Target sequence (P51787 whole entry, looked up): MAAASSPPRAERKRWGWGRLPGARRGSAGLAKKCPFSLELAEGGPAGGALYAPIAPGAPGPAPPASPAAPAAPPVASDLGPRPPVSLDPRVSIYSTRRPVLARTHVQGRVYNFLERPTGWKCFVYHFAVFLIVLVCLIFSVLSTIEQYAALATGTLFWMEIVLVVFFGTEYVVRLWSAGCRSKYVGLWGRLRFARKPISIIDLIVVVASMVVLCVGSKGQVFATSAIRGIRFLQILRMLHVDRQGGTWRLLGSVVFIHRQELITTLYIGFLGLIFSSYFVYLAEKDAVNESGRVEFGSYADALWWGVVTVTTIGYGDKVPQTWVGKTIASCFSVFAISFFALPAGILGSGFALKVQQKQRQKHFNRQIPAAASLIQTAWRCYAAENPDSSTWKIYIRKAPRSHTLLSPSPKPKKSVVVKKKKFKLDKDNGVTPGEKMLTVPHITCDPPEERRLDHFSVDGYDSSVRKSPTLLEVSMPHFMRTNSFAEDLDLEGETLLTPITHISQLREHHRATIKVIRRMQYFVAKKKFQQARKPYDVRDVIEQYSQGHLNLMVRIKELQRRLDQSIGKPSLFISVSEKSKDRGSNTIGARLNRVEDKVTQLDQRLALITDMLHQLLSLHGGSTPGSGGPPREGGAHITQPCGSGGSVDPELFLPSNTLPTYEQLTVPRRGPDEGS
SKKanGAS inh – SKKanGAS growth inhibition. S. pyogenes SKKanGAS, kanamycin growth, BacTiter-Glo, 6 h. inhibition, % at 7.5 µM. AID 1662. 300,000 tested, 1.3% active;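 active = mean replicate score, as percent of positive control median, at least 50; inconclusive = mean below 50 but one replicate at or above 50; inactive = mean and every replicate below 50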;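 note: strain carries kanamycin resistance gene driven by streptokinase promoter and grows in 40 µg/ml kanamycin; loss of luminescence reflects streptokinase promoter inhibition or plain growth inhibition; 0% = median of DMSO wells and 100% = positive control at its reference dose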
hERG rescue – compounds protecting human hERG from proarrhythmic drug block; Q12809; AID 1511; 310,000 tested, 0.51% active; CHO-hERG, FluxOR thallium flux, dofetilide IC70 present; activation (rescue from dofetilide block), less the hit threshold, % at 10 µM;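 active = activation above the mean of controls blocked by dofetilide plus 5 SD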;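 note: thallium influx through hERG after potassium depolarization seen as dye fluorescence rise; in these data hits start at about 4.7%; inactives centre near -7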
HDAC3 inh – blocks human histone deacetylase 3; inhibition, % at 8.3 µM; 320,000 tested, 0.15% active; O15379; recombinant HDAC3, fluorogenic peptide/trypsin coupled, fluorescence; AID 2718; in the data active = inhibition above about 26%, passing the limit was not always enough; inconclusive = no clear call, values can overlap the other calls
KCNQ1 pot – potentiates or activates the human KCNQ1 potassium channel | P51787 | CHO-K1 KCNQ1, thallium flux FluxOR fluorescence; stronger effect = higher value | B-score at 10 µM | 310,000 tested, 0.35% active;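 active = fluorescence ratio B-score, a plate-corrected score, at least three library SD, with initial intensity B-score within 5 SD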
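System: CHO-K1 cells stably expressing KCNQ1 / Medium: assay buffer for compound exposure, DMSO matched across wells / Reagent: thallium- and potassium-containing depolarizing buffer / Compound: one concentration, matched DMSO / Incubation: 20 min compound pretreatment at room temperature / Measured by: kinetic FluxOR fluorescence, 10 s baseline plus 110 s post-stimulus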
TMEM16A inh – blocks the mouse calcium-activated chloride channel TMEM16A. Q8BHY3. normalized B-score (activity score, 25-100; higher = stronger inhibition) at 10 µM. HEK293 TMEM16A/YFP iodide influx fluorescence, ionomycin. 310,000 tested, 1.2% active;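 active = ratio plate-corrected score three or more library SD toward inhibition, starting fluorescence score within five deviations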;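 note: score derived from kinetic fluorescence span divided by baseline fluorescence per well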
KCNK9 inh – human KCNK9 channel inhibition. 310,000 tested, 1.2% active. B-score at 10 µM. HEK293 KCNK9, FluxOR thallium flux fluorescence; stronger effect = lower value;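 active = ratio B-score over 3 SD below the library mean, with starting fluorescence within 5 SD of its mean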;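 note: negative B-score means less thallium flux so channel inhibition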
Numbers without * were called inactive; i = inactive; ? = inconclusive; · = no result given.

SMILES	KCNK3 block	RGS4 inh	RGS4 pot	ANO1 activ	KCNQ1 block	SKKanGAS inh	hERG rescue	HDAC3 inh	KCNQ1 pot	TMEM16A inh	KCNK9 inh
Cc1nn2c3c(cnc2c1-c1ccccc1)C(=O)CC(c1ccccc1)C3 (configuration not stated)	i	i	i	i	i	8	-11	-11	i	i	i
CC1=C/C(=N\OS(=O)(=O)c2ccccc2)C=CC1=O	i	i	i	i	i	19	-13	17	9*	25*	i
COC(=O)CCC(=O)Nc1ccc(OC)cc1	i	i	i	i	i	-6	-9	0	i	i	i
COc1cc2c(cc1Cl)/C(=C\CCN(C)C)c1ccccc1S2	i	i	-9.7*	i	i	5	-16	8	i	i	i
O=C(NC1CC1)c1ccc(-c2nc3ccccc3s2)s1	i	i	i	i	i	7	-6	0	i	i	i
Cc1ccccc1NS(=O)(=O)c1cc2c3c(c1)CC(=O)N3CCC2	i	i	i	i	i	-2	-7	-3	i	i	i
[2H]c1c([2H])c([2H])c(C(=O)c2sc(N3CCCCCC3)nc2-c2ccccc2)c([2H])c1[2H]	i	i	-8.3*	i	i	12	-7	14	i	i	i
O=C(CCC(=O)n1ncc2ccccc21)N1CCCCC1	i	i	i	i	i	3	-4	·	i	i	i
COC(=O)c1ccc2nc(-c3ccc(S(C)(=O)=O)cc3)cn2c1	i	i	i	i	i	-3	-5	-7	i	i	i
COC(=O)c1ccc(CNC(=O)/C=C/c2cc([N+](=O)[O-])ccc2OC(F)F)cc1	i	i	i	i	i	-3	-13	2	i	i	i
CSc1ccc(-c2c(C#N)c(N)nc3c2c(C)nn3-c2ccccc2)cc1	i	i	i	i	i	22	-19	·	i	i	i
CCOC(=O)C(C(=O)Nc1ccccc1)C1CCCCC1 (configuration not stated)	i	i	i	i	i	-6	-3	-4	i	i	i
C=CCC1(CC=C)CCCN1C(=O)c1cc(COc2ccc(C)nc2)on1	i	i	i	i	8*	-1	-27	-6	i	i	i
COC(=O)C1=C(N)Oc2c(oc(CO)cc2=O)C1c1ccc(F)cc1 (configuration not stated)	i	i	i	i	i	14	-7	-2	i	i	i
CC(=O)c1cccc(-n2c(CCC(=O)O)ccc2-c2cccs2)c1	i	i	i	i	i	12	-6	4	i	i	i
CCOC(=O)N1CCN(C(=O)CSc2nc(=O)n3cccc(C)c3n2)CC1	i	i	i	i	i	-8	-12	-1	i	i	i
CC(=O)Oc1ccccc1C1OCCN1C(C)=O (configuration not stated)	i	i	i	i	i	-2	-8	2	i	i	i
COc1ccc(C2(c3ccc(OC)cc3)NC(=O)NC2=O)cc1	i	i	i	i	i	0	-11	3	i	i	i
Cc1ccc(SCc2nc(N)nc(Nc3ccccc3C)n2)c(C)c1	i	i	i	i	i	-3	-7	?	i	i	i
COc1ccc(/C=N/Nc2ncc(C(F)(F)F)cc2Cl)c(OC)c1OC	i	i	i	i	i	1	-4	-3	i	i	i
COc1ccc(CC(NC(C)=O)C(=O)NC2CCN(C(=O)NCc3ccccc3)CC2)cc1 (configuration not stated)	i	i	i	i	i	-11	3	1	i	i	i
COc1ccc2nc(NCc3ccccc3)[nH]c2c1	i	i	i	i	i	5	-5	-1	i	i	i
Cc1cc(NC(=O)c2sccc2C)n(-c2nc3ccccc3[nH]2)n1	i	i	i	i	i	63*	-6	-9	i	i	-7*
Cc1ccc(-c2csc(N3CCN(c4cc5c(cc4Cl)nc(-c4ccncc4)n5CCN4CCCCC4)CC3)n2)cc1	i	i	i	i	i	9	-10	3	i	i	i
Cc1cc(C)c(C(=O)NC2CC(C)(C)Cc3c2cnn3-c2ccccc2)o1 (configuration not stated)	i	i	i	i	i	1	-8	0	i	i	i

KCNQ1 pot: hit marks shown above
| mol | KCNK3 block | RGS4 inh | ANO1 activ | KCNQ1 block | HDAC3 inh | KCNQ1 pot | KCNK9 inh |
| --- | --- | --- | --- | --- | --- | --- | --- |
| CC1=C/C(=N\OS(=O)(=O)c2ccccc2)C=CC1=O | i | i | i | i | 17 | 9* | i |

(list continues)
SMILES	KCNK3 block	RGS4 inh	RGS4 pot	ANO1 activ	KCNQ1 block	SKKanGAS inh	hERG rescue	HDAC3 inh	KCNQ1 pot	TMEM16A inh	KCNK9 inh
CCOc1ccc2ccccc2c1CNCCc1ccc(S(N)(=O)=O)cc1	i	i	i	i	i	-4	-3	0	i	i	i
CC1Cc2ccccc2N1C(=O)CSc1nccc(=O)[nH]1 (configuration not stated)	i	i	i	i	i	-2	-6	1	i	i	i
CC(=O)N1CC[n+]2c(-c3ccc([N+](=O)[O-])cc3)csc21	i	i	i	i	i	-9	-6	·	i	i	i
O=C(NCCN1CCN(c2cccc(Cl)c2)CC1)Nc1ccccc1	i	i	i	i	i	-9	-10	0	i	i	i
COc1cc(OC)cc(C(=O)Nc2ccc(S(=O)(=O)Nc3nc(C)cc(C)n3)cc2)c1	i	i	i	i	i	·	-11	2	i	i	i
O=C(O)Cn1cc(C(=O)C(F)(F)F)c2ccccc21	i	i	i	i	i	-8	-5	4	i	i	i
CCCc1cc(=S)n2c([nH]c3ccccc32)c1C#N	i	i	i	i	8*	49	-18	-9	i	25*	i
CC(C)(C)SCCNS(=O)(=O)c1ccccc1	i	i	i	i	i	2	0	-1	i	i	i
CC1=NN(C(N)=S)C(=O)C1N=Nc1c(Cl)cc([N+](=O)[O-])cc1Cl (configuration not stated)	i	i	i	i	i	50*	-16	14	i	25*	i
CSc1nc(Oc2ccccc2)c2sccc2n1	i	i	i	i	i	6	-8	7	i	i	i
CC12CCC(=O)N1C(C(=O)NCc1ccccc1F)CS2 (configuration not stated)	i	i	i	i	i	14	-1	·	i	i	i
CCC(=O)Nc1nnc(CCc2ccccc2)s1	i	i	i	i	i	-11	-7	-2	i	i	i
CCc1ccc(S(=O)(=O)Nc2c(NC3CCCCC3)c3ccccc3oc2=O)cc1	i	i	i	i	i	23	-10	·	i	i	i
Cc1ccc2oc(=O)n(Cc3ccc(OC(C)C)cc3)c2c1	i	i	i	i	i	6	-9	1	i	i	i
O=c1[nH]cc(F)c(=O)[nH]1	i	i	i	i	i	-6	-1	-8	i	i	i
CC1(C)Cc2c(sc3nc(SCC(=O)NCc4ccccc4)n(-c4ccccc4)c(=O)c23)CS1	i	i	i	i	i	6	-7	0	i	i	i
CCCn1c(=O)c2ccccc2n2c(SCc3c(C(=O)OCC)oc4ccccc34)nnc12	i	i	i	i	i	-10	-4	-2	i	i	i
C=CCN1C(=O)C(CC(=O)Nc2ccccc2)SC1=Nc1c(C)n(C)n(-c2ccccc2)c1=O (configuration not stated)	i	i	i	i	i	-4	-6	?	i	i	i
CC(OC(=O)c1ccc(S(=O)(=O)N(C)C)cc1)C(=O)Nc1ccc(Cl)cn1 (configuration not stated)	i	i	i	i	i	-1	-5	2	i	i	i
O=C(Nc1ccccc1F)c1ccc2c(c1)OCO2	i	i	i	i	i	3	3	-1	i	i	i
Cc1cccc(C(=O)Nc2ccc3c(c2)ncn3C)c1	i	i	i	i	i	1	-1	12	i	i	i
O=C(CSc1nnc(CNc2ccc(F)cc2)o1)N1c2ccccc2Sc2ccccc21	i	i	i	i	i	·	-10	19	i	i	i
OCCOCCNc1ncnc2c1cnn2-c1ccccc1	i	i	i	i	i	-1	-1	4	i	i	i
CC(=O)Nc1ccc(S(=O)(=O)NCCC(=O)OCc2ccc([N+](=O)[O-])cc2)cc1	i	i	i	i	i	10	-18	-1	i	i	i
CCOC(=O)CNC(=O)CSc1ncccc1-c1nc2ccccc2[nH]1	i	i	i	i	i	-1	-6	-12	i	i	i
SMILES	KCNK3 block	RGS4 inh	RGS4 pot	ANO1 activ	KCNQ1 block	SKKanGAS inh	hERG rescue	HDAC3 inh	KCNQ1 pot	TMEM16A inh	KCNK9 inh
CCOC(=O)/C(C#N)=C\N(C)C	i	i	i	i	i	-5	-9	0	i	i	i
O=C(CCCOc1ccccc1)Nc1cccc([N+](=O)[O-])c1	i	i	i	i	i	0	-5	9	i	i	i
COc1ccc(OC)c(S(=O)(=O)N/N=C\c2ccc3c(c2)OCO3)c1	i	i	i	i	i	1	-13	-5	i	i	i
COc1ccc(C(=O)/C=C/c2ccccc2)c(O)c1	i	i	i	i	i	-1	-4	5	i	i	i
COCCNC(=O)c1onc(CSc2cccc(Cl)c2)c1C(=O)O	i	i	i	i	i	2	-8	-3	i	i	i
CC(=O)c1cccc(NC(=O)c2ccc3c(=O)n4c(nc3c2)CCCCC4)c1	i	i	i	i	i	3	-27	3	i	i	i
CCOC(=O)c1ccc(NC(=O)Nc2cccc(C)n2)cc1	i	i	i	i	i	-7	-13	2	i	i	i
Cc1c(Cc2ccccc2)c(=O)oc2cc(OCc3nn[nH]n3)ccc12	i	i	i	i	i	26	-16	-34	i	i	i
Cc1cc(NC(=O)CSc2nc(-c3ccco3)cc(C(F)(F)F)n2)no1	i	i	i	i	i	1	-7	-4	i	i	i
COC(=O)c1[nH]c2cc(C)ccc2c1NC(=O)CN1CCN(C(=O)c2ccco2)CC1	i	i	i	i	i	14	-2	·	i	i	i
CCCCOc1ccc(C(=O)Nc2cccc(-n3cnnn3)c2)cc1OC	i	i	i	i	i	8	-8	-10	i	i	i
COC(=O)CC/C(=N/Nc1ccc(Cl)c(Cl)c1)C(=O)OC	i	i	i	i	i	-6	0	0	i	i	i
Oc1ccc(Br)cc1-c1ccn[nH]1	i	i	i	i	i	-22	-3	5	i	i	i
Cc1c(-c2cccc(Cl)c2)nc2ccccc2c1C(=O)OCC(=O)N(C)C1CCS(=O)(=O)C1 (configuration not stated)	i	i	i	i	i	-1	-23	5	i	i	i
COC(=O)c1cc(C#N)c(=O)[nH]c1C	i	i	i	i	i	-7	-8	6	i	i	i
CCOC(=O)C(=O)C1=C(N2CCOCC2)/C(=C\c2ccc(F)cc2)CC1	i	7.7*	i	i	i	-6	-8	8	i	i	i
COc1cc(/C=N/NC(=O)CCN2CCCCC2)ccc1O	i	i	i	i	i	2	-12	-7	i	i	i
O=S(=O)(Nc1ccccc1O)c1ccc(Cl)nc1	i	i	i	i	i	-4	-10	0	i	i	i
COc1ccc(NC(=O)NNC(=O)c2ccc3ccccc3c2O)cc1OC	i	i	i	i	i	4	-8	·	i	i	i
CN(CCCNC(=O)c1ccc(CS(=O)c2ccc(Br)cc2)o1)Cc1ccccc1 (configuration not stated)	i	i	i	i	i	21	-10	3	i	i	i
